Source: PubChem
Gli-Sufu block: blocks Gli-Sufu signaling in a luciferase reporter. Sufu-KO-LIGHT fibroblasts, Gli luciferase reporter luminescence. inhibition, % at 5 µM. 0.74% of 340,000 active. AID 588413;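 active = inhibition above about 55%, limit read from the data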;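 note: 0% = DMSO-treated cells and 100% = wells with medium but no cells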
CHOP UPR activ: activators of apoptotic arm of unfolded protein response (CHOP); 0.34% of 330,000 active; activation, % at 10 µM; AID 449763; CHO-CHOP luciferase reporter, UPR activation, luminescence; percent of tunicamycin response over DMSO baseline;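 active = at 10 µM dose, activation of 40% or more, normalized to positive control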;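 note: 100% = tunicamycin at 10 µg/mL and 0% = DMSO alone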
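Assay system: CHO cells with stable CHOP pathway luciferase reporter; Buffer or medium: F12 plus 10% serum; Times: 16-18 h cell attachment, then 6 h compound exposure, 37 °C; Signal: luciferase luminescence; Read-out basis: percent activation relative to tunicamycin control; Control set: tunicamycin high control, DMSO low control.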
697 NFkB inh: lowers PMA/ionomycin-induced NF-kB signal in 697 B cells. 697 B-cell NF-kB luciferase reporter, 16 h. inhibition, % at 4 µM. 0.33% of 330,000 active; in the data active = inhibition above about 35%
Mdm2-MdmX inh: inhibitors of human Mdm2/MdmX interaction | SaOS-2 split-luciferase Mdm2/MdmX complementation, luminescence | inhibition, % at 8 µM | 3% of 330,000 active | AID 485346;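 active = inhibition of at least 50% at 8 µM in the primary screen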
Target sequence (O15151 whole entry, looked up): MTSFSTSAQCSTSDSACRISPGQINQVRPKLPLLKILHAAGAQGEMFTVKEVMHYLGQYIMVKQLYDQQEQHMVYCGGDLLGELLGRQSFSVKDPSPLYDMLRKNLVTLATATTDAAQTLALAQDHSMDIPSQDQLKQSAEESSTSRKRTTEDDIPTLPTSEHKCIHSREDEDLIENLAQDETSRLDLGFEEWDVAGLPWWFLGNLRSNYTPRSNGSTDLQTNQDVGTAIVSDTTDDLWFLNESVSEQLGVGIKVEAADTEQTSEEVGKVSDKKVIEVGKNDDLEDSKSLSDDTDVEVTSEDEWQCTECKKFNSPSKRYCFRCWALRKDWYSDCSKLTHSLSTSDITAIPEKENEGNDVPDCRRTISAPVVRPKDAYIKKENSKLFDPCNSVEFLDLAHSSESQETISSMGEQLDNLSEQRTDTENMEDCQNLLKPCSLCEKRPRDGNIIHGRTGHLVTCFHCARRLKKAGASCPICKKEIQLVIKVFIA
Target sequence (Q00987 whole entry, looked up): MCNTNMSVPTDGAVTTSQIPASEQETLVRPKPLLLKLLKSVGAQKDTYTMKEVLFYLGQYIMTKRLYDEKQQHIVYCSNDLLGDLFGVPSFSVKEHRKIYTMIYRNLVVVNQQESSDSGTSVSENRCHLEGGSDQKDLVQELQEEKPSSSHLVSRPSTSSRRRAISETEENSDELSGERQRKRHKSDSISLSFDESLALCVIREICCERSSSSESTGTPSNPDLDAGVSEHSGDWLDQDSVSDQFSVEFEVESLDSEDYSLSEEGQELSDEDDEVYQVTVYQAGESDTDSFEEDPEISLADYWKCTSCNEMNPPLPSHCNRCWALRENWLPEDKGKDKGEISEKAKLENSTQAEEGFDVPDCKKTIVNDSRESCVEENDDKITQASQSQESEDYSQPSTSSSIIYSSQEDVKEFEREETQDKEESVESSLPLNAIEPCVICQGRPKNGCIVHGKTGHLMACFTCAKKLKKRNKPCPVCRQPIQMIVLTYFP
UPR XBP1 act: activators of adaptive arm of unfolded protein response (XBP1); activation, % at 20 µM; CHO-XBP1 luciferase reporter, IRE1-XBP1 UPR activation, luminescence; percent of tunicamycin response, DMSO as zero; 0.33% of 330,000 active; AID 463104;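 active = versus positive control, 20 µM dose yields 30% or more activation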;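 note: 100% = tunicamycin at 10 µg/mL and 0% = DMSO only wells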
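Test system: CHO-XBP1 luciferase reporter cells | Buffer or medium: Serum-containing F12 medium, 10% FBS | Schedule: 6 h compound exposure at 37 °C, 5% CO2 | Detection: Steady-Glo luciferase glow luminescence, 10 min after reagent addition | Read-out basis: Activation, % of tunicamycin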
Jurkat NFkB inh: inhibitors of the PMA/ionomycin-induced NF-kB reporter in Jurkat cells. PMA/ionomycin-induced NF-kB luciferase reporter, luminescence. inhibition, % at 4 µM. 0.53% of 330,000 active; in the data active = inhibition above about 50%
CXCR6 block: CXCR6 (human) receptor inhibition | inhibition, % at 20 µM | O00574 | CHO-K1 PathHunter CXCR6 beta-arrestin, luminescence | 0.36% of 360,000 active; in the data active = inhibition above about 34%, passing the limit was not always enough;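 note: antagonist mode with CXCL16 agonist at 10 nM final; 0% = 10 nM CXCL16 with DMSO and 100% = unstimulated wells without agonist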
CCR6 antag: CCR6 (human) receptor antagonism. inhibition, % at 20 µM. 0.49% of 340,000 active. CHO-K1 CCR6 PathHunter beta-arrestin, luminescence, CCL20-stimulated;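 active = compounds whose inhibition of the agonist-driven luminescence signal at 20 µM reaches about 50%, limit read from the data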;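 note: cells stimulated with CCL20 at 14 nM final; plate controls were DMSO with CCL20 for no effect and DMSO without agonist for full effect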
EBI2 antag: antagonists of human EBI2 receptor; EBI2 beta-arrestin recruitment, luminescence, 7a,25-OHC stimulated; inhibition, % at 5 µM; 0.81% of 360,000 active; in the data active = inhibition above about 38%;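 note: enzyme fragment complementation signal reports receptor beta-arrestin coupling in cells; 0% = agonist plus DMSO wells and 100% = wells without agonist; some results beyond the cut were filed as inactive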
Starred values were filed as active, the others as inactive; nt = no result given.

SMILES	Gli-Sufu block	CHOP UPR activ	697 NFkB inh	Mdm2-MdmX inh	UPR XBP1 act	Jurkat NFkB inh	CXCR6 block	CCR6 antag	EBI2 antag
COc1ccc(NC(=O)C2CSC3c4ccccc4C(=O)N23)cc1 (configuration not stated)	0.9	-0.1	-4.3	22.9	1.9	2.1	-3.3	18.4	-1.5
CCCOC(=O)NC(CC)COC(=O)Nc1cc(C)ccc1C (configuration not stated)	-2.2	-1.7	0.7	-1.6	3.8	9.5	4.5	10.9	1.4
COC(=O)CNc1ccc2c(c1)OCO2	3.8	2.3	10.1	13.7	-1.0	-33.1	2.1	5.7	3.4
N#Cc1ccccc1CN1C(=O)NC2(CCCCCC2)C1=O	6.5	-0.6	13.9	7.2	-2.4	-6.5	3.6	3.1	-5.2
Cn1nccc1C(=O)Nc1ccn(C23CC4CC(CC(C4)C2)C3)n1	-3.3	5.1	-26.8	-8.7	1.1	-5.0	1.8	-4.5	3.9
Cc1sc(/C=C2\C(=O)ON=C2c2ccccc2)cc1Br	nt	-0.3	-7.8	-1.1	-1.8	-7.3	nt	nt	nt
COCCNC(=O)C1CC(c2cccc([N+](=O)[O-])c2)=NO1 (configuration not stated)	4.8	-0.3	6.4	12.1	2.6	-5.5	6.6	7.2	-13.9
CCn1c(=O)c([N+](=O)[O-])c(NCC(O)c2ccccc2)c2ccccc21 (configuration not stated)	4.6	1.1	12.7	6.8	-2.6	0.2	1.0	12.2	0.9
Cc1ccccc1OCc1nnc(SCC(=O)O)n1-c1cccc(Cl)c1	-16.6	-0.1	-11.9	-3.3	-4.8	9.0	6.2	21.1	9.3
CCOc1ccccc1Oc1cn[nH]c1-c1ccc(O)cc1O	-18.4	-0.4	-1.6	24.0	-5.7	21.1	-5.3	11.2	11.4
OCc1c[nH]c2ccccc12	7.2	2.4	11.7	-6.7	-3.8	-9.6	-14.9	11.2	0.0
O=C(c1ccc(NC2=NC3CS(=O)(=O)CC3S2)cc1)N1CCN(Cc2ccccc2)CC1 (configuration not stated)	3.8	-2.3	-4.6	4.0	-2.2	8.1	2.9	2.3	-9.8
O=C1C2CC=CCC2C(=O)N1CC1CCCO1 (configuration not stated)	-2.3	0.9	10.7	16.6	0.6	8.3	1.3	-6.1	-5.5
CCOC(=O)c1cc(C(C)=O)c(=O)n(C)c1N	6.9	2.6	11.6	-1.2	0.4	13.0	-7.1	-11.1	-8.9
CCN(CC)CC#CC(OC)(c1ccccc1)c1ccccc1	10.6	-1.1	-11.7	-33.8	-0.2	7.6	3.8	17.0	10.9
CCC1CCCCN1C(=O)COC(=O)CN(C)S(=O)(=O)c1ccc(NC(C)=O)cc1 (configuration not stated)	-6.4	0.7	-10.9	-15.0	-1.4	10.5	5.0	6.6	-13.4
O=C(O)c1ccc(OCCCCCCOC2CCCCO2)cc1 (configuration not stated)	-8.8	-0.2	-3.1	-1.9	-4.3	21.4	3.4	3.8	-11.1
CSc1cccc(NC(C)C(=O)NCc2ccccc2)c1 (configuration not stated)	0.1	-2.7	14.2	18.2	-1.7	3.4	-3.8	-1.9	11.3
CC(C)(C)C(=O)Nc1ccc(C(=O)Nc2cc(NC(=O)c3ccc(NC(=O)C(C)(C)C)cc3)cc(C(=O)O)c2)cc1	-8.2	0.4	3.7	30.1	-3.1	-3.1	1.3	7.3	-0.2
COc1ccc(CC(=O)NCCN2CCOCC2)cc1	0.2	0.7	5.2	13.3	1.3	-2.0	-3.1	-3.7	-8.5
O=C(Nc1cccnc1)c1ccc(COc2cc(Cl)ccc2Cl)o1	23.5	-1.6	-1.3	0.4	8.6	57.0*	-14.9	-8.8	14.3
CCOc1ccc(C2C(C(=O)c3ccco3)=C(O)C(=O)N2CCCn2ccnc2)cc1OC (configuration not stated)	-14.7	5.5	-7.3	12.9	-5.8	-0.1	3.2	8.7	-9.5
O=C(COc1ccccc1)Nc1nnc(S(=O)(=O)N2CCCCC2)s1	51.5	-1.2	3.7	2.8	-3.1	12.9	-6.3	10.3	-18.2
CCCCOc1ccc(C(=O)NCC(=O)NCCCn2nc(C)cc2C)cc1	-0.3	4.1	14.2	21.7	-3.3	5.9	3.3	18.2	-8.9
O=C1CC(NS(=O)(=O)c2cccs2)CN1c1ccccc1 (configuration not stated)	-0.8	2.2	-4.4	-24.8	-2.8	-9.5	0.4	2.6	-3.0
Cc1nc(N2CCOCC2)c2c(C)c(C(=O)Nc3ccc(F)cc3F)sc2n1	2.4	0.9	-11.3	1.6	-1.4	-1.2	-2.4	12.6	6.5
COc1cccc(NC(=O)Nc2nnc(Cc3ccc(F)cc3)s2)c1	18.9	0.7	17.1	-12.7	-0.9	15.5	-4.1	14.7	-6.1
Nc1nc(NC(=O)c2ccccc2)nn1-c1ccccc1	-33.4	-0.4	-36.7	-15.9	5.3	-27.9	-1.2	-11.4	-1.6
Cc1cc(C)c2[nH]c(O)c(N=NC(=S)NCC3CCCO3)c2c1 (configuration not stated)	-1.6	0.7	20.9	36.8	-0.9	7.9	17.9	21.7	6.9
Fc1ccc(N/N=C2/CCSc3sccc32)c(F)c1	-3.4	1.2	3.2	7.3	-0.2	-6.6	1.2	4.4	-8.2
CCCCS(=O)(=O)N1CCCC(C(=O)N2CCOCC2)C1 (configuration not stated)	6.7	-1.2	20.9	-11.4	-3.1	12.3	7.2	-2.0	2.7
O=C(O)CCn1cc(/C=C\C(=O)c2ccc(Cl)cc2)c(-c2cccc(Br)c2)n1	-2.3	2.0	-7.1	23.8	-1.5	6.8	-0.9	10.2	3.1
Cc1c(O)ccc(-c2[nH]ncc2-c2nc3ccccc3s2)c1O	9.0	-1.0	-2.6	24.7	-8.8	5.3	-8.7	-17.9	3.6
Cc1ccc(NC(=O)c2ccc(F)cc2)cc1S(=O)(=O)N1CCCCCC1	6.5	-1.1	-2.6	42.9	-3.5	13.0	-3.2	2.2	-1.1
Cc1cccc(C)c1NC(=O)CN(C)C(=O)c1ccc(NS(=O)(=O)c2ccc3[nH]c(=O)[nH]c3c2)cc1	-8.0	0.7	-20.2	11.5	-4.3	2.4	-3.4	0.6	1.0
COC(=O)c1cccc(-n2c(CCC(=O)O)ccc2-c2cccs2)c1	-5.0	3.2	-80.3	-21.2	5.8	-67.1	3.9	3.3	9.7

An excerpt of these results, with bars between the fields:
molecule | Gli-Sufu block | CHOP UPR activ | 697 NFkB inh | Mdm2-MdmX inh | UPR XBP1 act | Jurkat NFkB inh | CXCR6 block | CCR6 antag | EBI2 antag
COc1cccc(NC(=O)Nc2nnc(Cc3ccc(F)cc3)s2)c1 | 18.9 | 0.7 | 17.1 | -12.7 | -0.9 | 15.5 | -4.1 | 14.7 | -6.1
Nc1nc(NC(=O)c2ccccc2)nn1-c1ccccc1 | -33.4 | -0.4 | -36.7 | -15.9 | 5.3 | -27.9 | -1.2 | -11.4 | -1.6
Cc1cc(C)c2[nH]c(O)c(N=NC(=S)NCC3CCCO3)c2c1 (configuration not stated) | -1.6 | 0.7 | 20.9 | 36.8 | -0.9 | 7.9 | 17.9 | 21.7 | 6.9
Fc1ccc(N/N=C2/CCSc3sccc32)c(F)c1 | -3.4 | 1.2 | 3.2 | 7.3 | -0.2 | -6.6 | 1.2 | 4.4 | -8.2
CCCCS(=O)(=O)N1CCCC(C(=O)N2CCOCC2)C1 (configuration not stated) | 6.7 | -1.2 | 20.9 | -11.4 | -3.1 | 12.3 | 7.2 | -2.0 | 2.7
O=C(O)CCn1cc(/C=C\C(=O)c2ccc(Cl)cc2)c(-c2cccc(Br)c2)n1 | -2.3 | 2.0 | -7.1 | 23.8 | -1.5 | 6.8 | -0.9 | 10.2 | 3.1
Cc1c(O)ccc(-c2[nH]ncc2-c2nc3ccccc3s2)c1O | 9.0 | -1.0 | -2.6 | 24.7 | -8.8 | 5.3 | -8.7 | -17.9 | 3.6
Cc1ccc(NC(=O)c2ccc(F)cc2)cc1S(=O)(=O)N1CCCCCC1 | 6.5 | -1.1 | -2.6 | 42.9 | -3.5 | 13.0 | -3.2 | 2.2 | -1.1
Cc1cccc(C)c1NC(=O)CN(C)C(=O)c1ccc(NS(=O)(=O)c2ccc3[nH]c(=O)[nH]c3c2)cc1 | -8.0 | 0.7 | -20.2 | 11.5 | -4.3 | 2.4 | -3.4 | 0.6 | 1.0
COC(=O)c1cccc(-n2c(CCC(=O)O)ccc2-c2cccs2)c1 | -5.0 | 3.2 | -80.3 | -21.2 | 5.8 | -67.1 | 3.9 | 3.3 | 9.7

Further results.
SMILES	Gli-Sufu block	CHOP UPR activ	697 NFkB inh	Mdm2-MdmX inh	UPR XBP1 act	Jurkat NFkB inh	CXCR6 block	CCR6 antag	EBI2 antag
COc1cc(CNc2ncc(-c3ccc(Br)cc3)n2C)cc(OC)c1OC	27.0	-1.5	7.7	26.7	-2.5	12.6	6.1	32.6	3.2
CCC(C)C(=O)OCC1(c2ccc(C)cc2OC(=O)C(C)C)CO1 (configuration not stated)	3.5	-1.4	18.9	27.8	0.0	-8.2	1.1	1.9	-7.7
FC(F)(F)c1cc(C(F)(F)F)n2nc(-c3sccc3-n3cccc3)cc2n1	-4.2	-1.7	-0.5	-0.9	-2.9	-3.0	5.1	7.1	6.3
Cc1ccc(C)c(C(=O)CN2Cc3ccccc3C2=O)c1	-2.7	6.2	-14.9	-22.0	-2.6	-9.7	14.7	13.3	8.5
CC1CCN(c2nc3c(c(=O)n(C)c(=O)n3C)n2CCSc2nc3ccccc3s2)CC1	11.9	4.6	-81.5	17.5	4.3	-2.7	5.3	19.1	11.1
CC(=O)c1cc2c(cc1NC(=O)C1CC=CCC1C(=O)O)OCO2 (configuration not stated)	3.5	0.2	6.0	16.1	-0.7	-6.0	0.6	-15.2	-12.0
COC(=O)c1ccc(C)c(NC(=O)CCSc2ccccc2)c1	-1.3	-1.5	19.7	2.5	-4.2	4.3	5.3	-8.8	-7.5
Cc1ccc(S(=O)(=O)N2CCC3(CC2)OCCN3S(=O)(=O)c2cccs2)cc1	0.6	-0.2	10.8	22.8	0.2	17.9	2.6	10.5	0.9
CCOc1c2ccc(C(=O)NCCc3ccc(C)cc3)cc2nn1CC	13.3	1.8	7.8	8.5	-2.9	9.2	-9.7	1.5	-13.1
O=C1COc2ccc(S(=O)(=O)NCc3ccccc3)cc2N1	6.7	-0.9	-8.5	14.9	4.2	0.0	2.6	16.0	-6.6
CCOC(=O)C1(Cc2ccccc2)CCCN(Cc2cnn(CC)c2)C1 (configuration not stated)	8.1	0.8	5.6	3.8	1.0	3.3	3.8	-3.0	1.7
CSc1ccccc1NC(=O)COC(=O)c1ccc(O)cc1	3.4	0.5	23.9	-19.4	2.7	-10.3	3.3	-8.3	1.5
Cc1cc(C(=O)N2CCN(c3ncccn3)CC2)sc1-c1ccccc1	0.4	2.0	27.7	7.9	-3.1	-7.2	-3.3	-0.3	39.6
Cc1ccc(C(=O)CSc2nnc(COc3ccc(C#N)cc3)n2-c2ccccc2)cc1	1.5	0.2	-7.4	18.3	-1.9	11.2	1.0	10.0	18.6
Nn1cc(-c2ccccc2)nc1SCC(=O)Nc1cccc(S(N)(=O)=O)c1	0.0	0.0	8.6	-7.3	0.9	0.7	2.9	-5.9	-1.7
CCCC(=O)c1ccc(N2CCC(C)CC2)c(F)c1	-23.9	1.6	-16.8	-5.9	1.2	-26.7	-9.8	23.8	3.0
